# Compound activity deposited in PubChem by Southern Research Specialized Biocontainment Screening Center.
# influenza NS1A = H1N1 influenza NS1A inhibitors, functional cell based assay (AID 504329) | NS1A functional cell-based assay, percent inhibition; higher % means a stronger effect | 0.3% of 340,000 active | one-dose inhibition, % at 12.5 µM; IC50 in µM for titrated hits; in the data active means a potency from the dose series; inconclusive means inhibition above about 27% without an active follow-up result; further: strong numbers were not always called active
# Salmonella PhoP GFP = PhoP regulon inhibitors, Salmonella typhi PhoP promoter GFP reporter, confirmatory (AID 1850); Salmonella Typhi PhoP-promoter GFP reporter, fluorescence, 4 h; higher % means a stronger effect; one-dose inhibition, % at 50 µM; IC50 in µM for titrated hits; 0.33% of 310,000 active; in the data active means a potency from the dose series; inconclusive means inhibition mostly from about 25% at the one dose, without a potency; inactive means the rest, 99 in 100 with inhibition below about 19%;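 further: 0% = induced wells with vehicle and 100% = uninduced wells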
# inhibitors of VEEV = inhibitors of VEEV TC-83 cytopathic effect, confirmation, Vero cells (AID 588727). Vero cells, VEEV TC-83 cytopathic effect inhibition; higher % means a stronger effect. one-dose inhibition, % at 20 µM; IC50 in µM for titrated hits. 0.13% of 350,000 active; in the data active means a potency from the dose series; inconclusive means inhibition mostly from about 14% at the one dose, without a potency; inactive means the rest, 99 in 100 with inhibition below about 12%; further: strong numbers were not always called active
# H37Rv inhibition = M. tuberculosis growth inhibition, HTS (AID 449762); M. tuberculosis H37Rv growth inhibition, 7H9 media; higher % means a stronger effect; inhibition, % at 25 µM; hits with a dose series show IC50 in µM; 0.59% of 330,000 active; in the data active means a potency from the dose series; inconclusive means inhibition above about 70% without an active follow-up result;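 further: bacterial growth assessed after seven days of incubation; strong numbers were not always called active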
# tuberculosis growth = growth inhibition of non-replicating M. tuberculosis (AID 488890); Mycobacterium tuberculosis non-replicating, growth inhibition; higher % means a stronger effect; inhibition, % at 25 µM, or IC50 in µM where a hit was titrated; 0.39% of 320,000 active; in the data active means a potency from the dose series; inconclusive means inhibition mostly from about 82% at the one dose, without a potency; inactive means the rest, 99 in 100 with inhibition below about 76%;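 further: plate controls were DMSO cells for no effect and high antibiotic wells for full effect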
# inhibitors of VEEV 10K pilot screen = also measured in inhibitors of VEEV; calls as there; inhibition, %; measured here: 10K pilot screen inhibition
# Numbers without * were called inactive; i = inactive; ? = inconclusive; · = not tested or not shown.
SMILES,influenza NS1A,Salmonella PhoP GFP,inhibitors of VEEV,H37Rv inhibition,tuberculosis growth,others
COc1ccc(NC(=O)CN2C(=O)COc3ccc(S(=O)(=O)N4CCOCC4)cc32)c(OC)c1,-1%,7%,1.8%,3%,-13%,
C/C=C/c1ccc(OCC(=O)OCC2=C(C(=O)OCC)C(C)NC(=O)N2)c(OC)c1 (stereo unspecified),7%,-7%,1.1%,5%,1%,
COc1ccc(C(=O)NC(=S)N2CCN(c3ccccc3OC)CC2)cc1OC,0%,1%,0.7%,9%,1%,
CCCc1cc(=O)oc2cc(C)cc(OCC(=O)NC3CCN(Cc4ccccc4)CC3)c12,6%,-1%,0.5%,9%,22%,
COc1cc(NC(=O)COC(=O)CNC(=O)c2cc(C)cc(C)c2)c(C)cc1[N+](=O)[O-],5%,6%,i,7%,-1%,
Cc1sc2c(c1C)C(=O)/C(=C\Nc1ccccn1)S(=O)(=O)N2C,-6%,1%,0.9%,-4%,-9%,
CCC(C(=O)NCCc1ccc(OC)c(OC)c1)n1nc(C)n2c(cc3occc32)c1=O (stereo unspecified),-11%,6%,0.4%,0%,10%,
COC(=O)c1ccc2nc(C(F)(F)F)[nH]c2c1,19%,7%,0.8%,-6%,4%,
COc1ccc(C(=O)c2ccc(OC)c(OC)c2)cc1,7%,2%,1.5%,1%,-4%,
CCOC(=O)c1ccc(N=Cc2c(O)n(-c3ccccc3F)c(=S)[nH]c2=O)cc1,-10%,4%,0.5%,?,38%,

# Structures from the list above that contain nitrogen in an aromatic ring:
SMILES,influenza NS1A,Salmonella PhoP GFP,inhibitors of VEEV,H37Rv inhibition,tuberculosis growth,others
Cc1sc2c(c1C)C(=O)/C(=C\Nc1ccccn1)S(=O)(=O)N2C,-6%,1%,0.9%,-4%,-9%,
CCC(C(=O)NCCc1ccc(OC)c(OC)c1)n1nc(C)n2c(cc3occc32)c1=O (stereo unspecified),-11%,6%,0.4%,0%,10%,
COC(=O)c1ccc2nc(C(F)(F)F)[nH]c2c1,19%,7%,0.8%,-6%,4%,
CCOC(=O)c1ccc(N=Cc2c(O)n(-c3ccccc3F)c(=S)[nH]c2=O)cc1,-10%,4%,0.5%,?,38%,

# The list continues.
SMILES,influenza NS1A,Salmonella PhoP GFP,inhibitors of VEEV,H37Rv inhibition,tuberculosis growth,others
COc1cc(=O)n(C)c2ccccc12,-17%,-9%,i,5%,3%,
COc1ccc(/C=C(\C#N)C(=O)OCCNC(=O)c2ccncc2)cc1,-10%,-4%,0.4%,-8%,-14%,
Cc1ccc(C(C)C)cc1S(=O)(=O)Nc1cccnc1,-7%,-1%,1.2%,5%,18%,
CC1CN(CCCCOc2ccc(Cl)c3ccccc23)CC(C)O1 (stereo unspecified),-1%,-8%,i,21%,57%,
O=C(COc1ccccc1C(=O)O)Nc1ccc(SC(F)F)cc1,-5%,1%,0.1%,-9%,-13%,
Cc1ccc(NC(=O)CN(C)CC(=O)NC2CCCc3ccccc32)cc1 (stereo unspecified),0%,-6%,10%,-7%,17%,
COC(=O)c1ccc(CN2C(=O)C3CCCCC3C2=O)o1 (stereo unspecified),-4%,-3%,0.3%,-2%,13%,
NS(=O)(=O)c1cccc(NC(=O)COC(=O)Cn2cnc3ccccc32)c1,-3%,11%,0.3%,4%,-10%,
CCC/C(C(=O)NCCO)=C1/c2ccccc2C(=O)N1c1ccccc1,6%,·,0.8%,0%,15%,
C/C(=N\Nc1cc(N2CCOCC2)nc(C)n1)c1ccc(F)cc1,-3%,-1%,0.7%,4%,17%,
CCOc1ccccc1NC(=O)CSc1nc2ccccc2c(=O)n1CC1CCCO1 (stereo unspecified),-1%,6%,13%,8%,28%,
CCN(C(=O)C(C)Sc1ccc(S(=O)(=O)N2CCN(C)CC2)cn1)c1ccccc1 (stereo unspecified),-5%,·,0.0%,14%,14%,
CCOC(=O)c1ccc(NC(=O)N2CC3CC(C2)c2cccc(=O)n2C3)cc1 (stereo unspecified),-5%,-6%,0.7%,-14%,4%,
CC1CCCN(C(=O)C(=O)Nc2ccc3nc4n(c(=O)c3c2)CCCCC4)C1 (stereo unspecified),7%,-7%,2.1%,1%,10%,inhibitors of VEEV 10K pilot screen=0.2
COc1cc(OC)cc(C(=O)NCC(=O)NCCN2C(=O)S/C(=C\c3ccc4c(c3)OCO4)C2=O)c1,7%,·,6.4%,·,·,
COc1cc(NC(=O)COC(=O)C2CC(O)CN2S(=O)(=O)c2ccc(Cl)cc2)c(C)cc1[N+](=O)[O-] (stereo unspecified),-20%,·,0.4%,·,·,
CC1CCN(c2ccc3nnc(CCC(=O)N4CCN(c5ccccc5F)CC4)n3n2)CC1,-10%,-8%,2.3%,46%,30%,
CCCCC(=O)Nc1ccc(C(=O)NNC(=O)c2cccs2)cc1,-3%,-8%,4.2%,3%,5%,
COC(=O)C1=C(c2ccc(F)cc2OCc2ccccc2)C[C@@H]2CC[C@H]1N2C(=O)NCc1ccccc1,7%,·,3.1%,7%,38%,inhibitors of VEEV 10K pilot screen=5.8
Cc1ccccc1CC(=O)N1CCCc2ccccc21,19%,3%,i,6%,0%,
COC(=O)c1cccc(C23CC4(C2)[C@H](CN(Cc2cccnc2)[C@@H]4c2ccccc2)C3c2ccc(Cl)nc2)c1 (stereo partly specified),-13%,-2%,6.6%,?,-5%,
COC(=O)C1=C(c2ccc(OCc3ccccc3)cc2)C[C@@H]2CC[C@H]1N2C(=O)NCCCc1ccccc1,-4%,·,0.8%,-6%,-5%,inhibitors of VEEV 10K pilot screen=2.2
CCOC(=O)c1cc(-c2ccccc2C)nn1Cc1cc(C)no1,-10%,5%,0.1%,6%,1%,
Cc1sc2ncnc(OCC(=O)N3CCN(S(=O)(=O)c4ccccc4)CC3)c2c1C,6%,10%,i,-2%,1%,
COc1ccc(S(=O)(=O)N2CCCN(C)CC2)cc1,-6%,6%,0.1%,-6%,-19%,
O=C(CC1CS(=O)(=O)CC1CC(=O)Oc1ccccc1F)Oc1ccccc1F (stereo unspecified),-3%,-3%,0.3%,3%,0%,
CC(c1nnc(Sc2nnnn2-c2ccccc2)n1-c1ccc(F)cc1)N(C)C (stereo unspecified),11%,-2%,1.8%,-11%,-9%,
CCCCC[C@H]1CN(Cc2ccccc2)C(=O)[C@@H]1CC(=O)NCc1ccc(OC)cc1,8%,15%,0.1%,6%,29%,
CN(CCC#N)C(=O)COC(=O)/C=C/c1cccs1,4%,-10%,0.5%,2%,7%,
O=C(O)c1cccc(Nc2ncnc3ccccc23)c1,10%,-2%,0.1%,0%,-1%,
CCOC(=O)N1CCN(S(=O)(=O)c2ccc(OC)c(Cl)c2Cl)CC1,-10%,-3%,2.8%,-8%,2%,
CCC(Oc1ccccc1)C(=O)Nc1nnc(S(=O)(=O)N2CCCCC2)s1 (stereo unspecified),-8%,29%,i,2%,31%,
CCN(CC(=O)Nc1ccccc1Br)Cc1nc2ccccc2c(=O)[nH]1,-2%,1%,2.2%,9%,2%,
O=C(Nc1cccc2ccccc12)N1CCN(c2ccccc2)CC1,-3%,15%,0.6%,-1%,-19%,
CCN(CC)c1ccc(C=C2SC(=S)NC2=O)cc1,-9%,·,0.9%,·,·,
O=C(CN1C(=O)NC2(CCCCC2)C1=O)N1CCc2ccccc2C1,-1%,-18%,1.0%,10%,11%,
CCCOC(=O)C1C2C=CC(C2)C1C(=O)OCC(=O)c1ccccc1 (stereo unspecified),3%,-11%,i,-9%,-2%,
CCOC(=O)C1CCCN(S(=O)(=O)c2c(C)[nH]c(C)c2C(=O)N2CCCC2)C1 (stereo unspecified),2%,-2%,2.1%,-5%,-3%,
O=C1C=C(c2ccccc2)CC(/C=C/c2ccccc2)C1 (stereo unspecified),2%,7%,0.7%,0%,15%,
COc1ccc(-c2nc(C(N)=O)c3[nH]c(=O)n(-c4cccc(C)c4)c3n2)c(OC)c1,15%,-1%,9.9%,-5%,·,

# Four compounds picked at random from the list so far, as already listed:
SMILES,influenza NS1A,Salmonella PhoP GFP,inhibitors of VEEV,H37Rv inhibition,tuberculosis growth,others
CCOC(=O)c1ccc(NC(=O)N2CC3CC(C2)c2cccc(=O)n2C3)cc1 (stereo unspecified),-5%,-6%,0.7%,-14%,4%,
COC(=O)C1=C(c2ccc(F)cc2OCc2ccccc2)C[C@@H]2CC[C@H]1N2C(=O)NCc1ccccc1,7%,·,3.1%,7%,38%,inhibitors of VEEV 10K pilot screen=5.8
C/C=C/c1ccc(OCC(=O)OCC2=C(C(=O)OCC)C(C)NC(=O)N2)c(OC)c1 (stereo unspecified),7%,-7%,1.1%,5%,1%,
CC1CCCN(C(=O)C(=O)Nc2ccc3nc4n(c(=O)c3c2)CCCCC4)C1 (stereo unspecified),7%,-7%,2.1%,1%,10%,inhibitors of VEEV 10K pilot screen=0.2

# Continued.
SMILES,influenza NS1A,Salmonella PhoP GFP,inhibitors of VEEV,H37Rv inhibition,tuberculosis growth,others
CN(CC(=O)NCc1ccncc1)S(=O)(=O)c1ccc(F)cc1,2%,9%,0.7%,3%,1%,
COCCNC(=O)C(c1ccncc1)N(C(=O)Cn1nnc2ccccc21)c1ccc(OC)cc1 (stereo unspecified),6%,5%,0.8%,7%,16%,
O=C(C1=C(O)C(=O)N(CCN2CCOCC2)C1c1cccs1)c1cc2ccccc2o1 (stereo unspecified),18%,4%,7.4%,4%,?,
CCOC(=O)C1CCCN(C(=O)CCc2nnc(-c3ccc(C(C)=O)s3)o2)C1 (stereo unspecified),10%,-16%,i,4%,-11%,
CCNC(=S)NCCC1=c2ccccc2=N/C1=C\c1c(O)n(C)c(=O)n(C)c1=O,·,-24%,9.1%,1%,-5%,
COc1nccnc1NS(=O)(=O)c1ccc(N=Cc2c(C)[nH]n(-c3ccc(C)c(C)c3)c2=O)cc1,-3%,36%,0.4%,?,?,
O=C(Cn1c(=O)c2cccn2c2ccc(F)cc21)N1CCN(c2ccc(F)cc2)CC1,5%,3%,0.1%,2%,-8%,
O=C(COC(=O)CCC(=O)c1ccccc1)Nc1nnc(-c2ccccc2)o1,-5%,1%,3.3%,12%,10%,
O=C(CCc1nnc(Cc2ccc3c(c2)OCO3)o1)NC(c1ccccn1)C(F)(F)F (stereo unspecified),6%,-6%,i,4%,25%,
O=C(O)c1cc(S(=O)(=O)NC(CO)C(O)c2ccc([N+](=O)[O-])cc2)ccc1Br (stereo unspecified),-2%,5%,0.3%,11%,2%,
Cn1c(SCC(=O)NC2CC2)nnc1C1CC1,-11%,-6%,2.1%,-11%,-17%,
CCCOC(=O)COC(=O)c1ccccc1NC(=O)c1ccccc1,-14%,-7%,1.1%,?,6%,inhibitors of VEEV 10K pilot screen=1.7
O=S(=O)(Nc1ncnc2c1oc1ccccc12)c1ccc(Cl)s1,8%,-3%,7.1%,-9%,14%,
Cc1cc(N2C(=O)C(=O)/C(=C(/O)c3ccc(F)cc3)C2c2cccc(Br)c2)no1 (stereo unspecified),-3%,2%,1.8%,0%,51%,
COc1ccc(C2C(C(=O)c3ccc(C)o3)=C(O)C(=O)N2Cc2cccnc2)cc1 (stereo unspecified),2%,8%,1.2%,2%,16%,
CC1CCCC(NC(=O)CSc2nnc(-c3cccnc3)n2N)C1C (stereo unspecified),6%,·,1.5%,-6%,-5%,
CC1CCCN(S(=O)(=O)c2cccc(-c3cn4cccnc4n3)c2)C1 (stereo unspecified),-12%,-5%,0.3%,-6%,6%,inhibitors of VEEV 10K pilot screen=0.7
COC(=O)C1CCN(C(=O)COC(=O)c2oc3ccc(OC)cc3c2C)CC1,-3%,0%,3.4%,-1%,29%,
CCN(C(=O)COC(=O)c1ccc(SC)cc1OC)C1CCS(=O)(=O)C1 (stereo unspecified),-16%,·,1.2%,1%,17%,
Cc1ccc(S(=O)(=O)N2CCN(C(=O)COC(=O)/C=C/c3ccccc3)CC2)c(C)c1,2%,·,0.7%,2%,-4%,
Cc1cccc(C)c1NC(=O)C(C)Sc1n[nH]c(-c2ccncc2)n1 (stereo unspecified),-3%,13%,0.7%,-1%,-1%,
COc1ccc(NC(=O)/C=C2\SC(=O)NC2=O)cc1,-5%,-3%,0.7%,4%,39%,
O=C(CCC(=O)Nc1ccc(Cl)cc1)N/N=C/c1ccc2c(c1)OCO2,-10%,-1%,0.4%,-4%,-2%,
CCCn1nc(NC(=O)c2cccs2)c2cc3cc(OC)ccc3nc21,-3%,-3%,12%,59%,33%,
CC(=O)NC(C1C(=O)CC(C)(C)CC1=O)(C(F)(F)F)C(F)(F)F,7%,-17%,0.6%,-9%,-3%,
O=C(c1ccccc1F)N(NC(=O)C(O)(c1ccccc1)c1ccccc1)c1ccccc1,0%,8%,0.9%,-6%,0%,
COc1cc(/C=C(/NC(C)=O)C(=O)O)cc(Cl)c1OCc1ccc(Br)cc1,10%,3%,0.9%,3%,-5%,
Cc1cc(C(=O)Nc2ccccc2Cc2ccccc2)no1,-9%,1%,4.2%,15%,51%,
